Bioassay records deposited in PubChem by National Center for Advancing Translational Sciences (NCATS).
FH mod: Identification of activators of human fumarate hydratase by quantitative high-throughput screening | FH coupled MDH/diaphorase resazurin fluorescence, 15 min | Fumarate hydratase, mitochondrial (Homo sapiens), P07954 | Potency, µM (titrated, usually from 79.9 µM), inactives show top-dose activity change, negative = inhibition, most hits filed as inhibitors | 54,000 tested, 0.22% active | AID 1347055, 2019; also: potency is read from the fitted curve at half-maximal effect; % is scaled to controls: 0 for no effect and ±100 for the full control effect; the screen sought activators but most active calls are inhibition curves; nearly all actives have a fitted effect of over 45% in size
Target sequence (P07954 whole entry, looked up): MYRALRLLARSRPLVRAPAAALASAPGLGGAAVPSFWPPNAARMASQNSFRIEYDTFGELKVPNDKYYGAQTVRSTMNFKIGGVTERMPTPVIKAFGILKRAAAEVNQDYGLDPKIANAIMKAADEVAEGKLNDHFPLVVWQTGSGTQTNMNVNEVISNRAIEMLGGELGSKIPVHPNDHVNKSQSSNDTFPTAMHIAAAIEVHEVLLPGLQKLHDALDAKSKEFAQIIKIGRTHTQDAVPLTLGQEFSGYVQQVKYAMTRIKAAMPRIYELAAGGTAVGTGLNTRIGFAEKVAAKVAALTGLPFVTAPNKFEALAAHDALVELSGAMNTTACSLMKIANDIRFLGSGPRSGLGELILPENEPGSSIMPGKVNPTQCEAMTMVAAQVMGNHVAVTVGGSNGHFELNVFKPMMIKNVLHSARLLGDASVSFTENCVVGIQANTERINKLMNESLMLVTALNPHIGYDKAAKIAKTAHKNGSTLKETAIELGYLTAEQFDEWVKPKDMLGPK
B2AR arrestin ag: ADRB2 beta-arrestin recruitment; P07550; HTLA Tango cells, beta-arrestin recruitment, luciferase luminescence, 18 h; Potency, µM (series often up to 46.1 µM), for inactives: top-dose activation, hits mostly activators; 44,000 tested, under 10 active;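 also: potency is read from the fitted curve at half-maximal effect; 0% = DMSO and full agonism = EC100 isoproterenol or metaproterenol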
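Receptor–beta-arrestin recruitment read by tTA-responsive luciferase: compound titrations (up to 46 µM) incubated 18 h with Tango cells, then luminescent substrate 15 min at room temperature. Concentration-response fits classified by r2, efficacy and activity.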
NTMT1 inh: NTMT1 methyltransferase inhibition. NTMT1 MTase-Glo SAH luminescence, purified enzyme. Potency, µM (titrated, usually from 114 µM), without a hit: at the top dose activity change, negative = inhibition, most hits filed as inhibitors. 59,000 tested, 2.5% active. Q9BV86. AID 1645870;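 also: potency is read from the fitted curve at half-maximal effect; plate controls were DMSO vehicle for no effect and no enzyme for full effect; nearly all actives have a fitted effect of over 65% in size; many of its hits are not listed in these tables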
GALK inhibitor: inhibits human galactokinase; recombinant GALK, Kinase-Glo ATP luminescence, 1 h; Potency, µM (titrated, usually from 57.5 µM), without a hit: top-dose activity, negative = inhibition, actives largely listed as inhibitors; 44,000 tested, under 10 active; AID 1347072;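 also: plate controls were full GALK reaction for no effect and reaction lacking GALK for full effect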
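5 nM GALK; 35 uM ATP; 100 uM D-galactose; 20 mM HEPES pH 8.0, 5 mM MgCl2, 60 mM NaCl, 1 mM DTT, 0.01% BSA; 1 h RT; Kinase-Glo Plus luminescence.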
p53null 39C kill: selectivity test: cytotoxicity in p53 null cells, nonpermissive temperature. H1299 p53-null (neo) cells, 39C, ATPlite viability, 24 h. Potency, µM (series often up to 46.1 µM), without a hit: at the top dose activity, negative = cell killing, most hits filed as cytotoxic. 55,000 tested, 0.97% active. AID 904;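 also: potency is read from the fitted curve at half-maximal effect; 0% = DMSO only and -100% = full killing by 100 µM tamoxifen; nearly all actives have a fitted effect of over 50% in size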
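Cells seeded at 600/well, 37C overnight. Compound added (up to 46 uM), plates shifted to 39C for 24 hr. ATPlite added, luminescence read after 20 min at room temperature.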
TSG101-PTAP inh: blocks PTAP binding to human TSG101, validation | Q99816 | Fluorescence polarization, FITC-PTAP peptide/Tsg101, 20 min | Potency, µM (highest dose often 115 µM), for inactives: at the highest dose activity change, negative = inhibition, usual class: inhibitors | 44,000 tested, under 10 active; also: potency is read from the fitted curve at half-maximal effect; 0% is about no effect
Target sequence (Q99816 whole entry, looked up): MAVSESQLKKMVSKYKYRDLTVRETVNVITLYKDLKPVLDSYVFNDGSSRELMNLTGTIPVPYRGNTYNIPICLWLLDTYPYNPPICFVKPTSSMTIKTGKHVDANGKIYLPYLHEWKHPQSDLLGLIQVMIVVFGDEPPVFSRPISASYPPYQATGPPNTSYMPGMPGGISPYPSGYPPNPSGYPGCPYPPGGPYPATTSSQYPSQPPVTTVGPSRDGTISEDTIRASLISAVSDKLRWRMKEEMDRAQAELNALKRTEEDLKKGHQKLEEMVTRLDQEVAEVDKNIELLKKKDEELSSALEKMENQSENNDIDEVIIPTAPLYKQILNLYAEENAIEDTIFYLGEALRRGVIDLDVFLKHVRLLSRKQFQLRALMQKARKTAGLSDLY
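Steps: Tsg101 binding domain (10 uM final) in HEPES pH 7.5/NaCl/Tween 20/EDTA/TCEP; add compound; add FITC-PTAP peptide (50 nM final); incubate 20 min r.t.; read polarization.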
p53null 32C kill: kills p53 null cells at the permissive temperature; 55,000 tested, 0.62% active; H1299-neo p53 null cells, ATP luminescence, 24 h, 32C; Potency, µM (series often up to 46.1 µM), for inactives: top-dose activity change, negative = cytotoxicity, actives largely listed as cytotoxic; AID 903;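 also: potency is read from the fitted curve at half-maximal effect; 0% = DMSO only and -100% = full killing by 100 µM tamoxifen; nearly all actives have a fitted effect of over 55% in size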
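ATP-content luminescence in p53-null H1299-neo cells after 24 h compound exposure (up to 46 uM) at 32C permissive temperature; 0% and 100% killing set by DMSO and 100 uM tamoxifen; Hill-equation AC50.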
* marks the source's active call; other numbers are inactive results; ? = inconclusive; / = not tested or not shown; [ ] = remark or other dose. Calls follow the shape of the dose curve; as a rule, active = well fitted curve in the direction sought with a large enough effect; inconclusive = small, poorly fitted or top-dose-only effect, or another doubt; inactive = no such curve, though single readings can be large; an effect the other way counts as inactive or inconclusive. Not all compounds are listed. The share of hits here may be higher or lower than overall.

The line under a structure holds: NTMT1 inh	TSG101-PTAP inh	B2AR arrestin ag	FH mod	p53null 32C kill	p53null 39C kill	GALK inhibitor
COc1ccc2sc(N(Cc3cccnc3)C(=O)C3COc4ccccc4O3)nc2c1 (stereo unspecified)
    -5%	0%	-3%	-17%	-6%	24%	-1%
CCN1C(=O)c2ccccc2S(=O)c2ccc(C(=O)N3CCN(c4ccc(F)cc4)CC3)cc21 (stereo unspecified)
    ?	1%	0%	-6%	4%	-11%	-1%
Cc1c(NC(=O)c2cc(-c3ccc(Cl)cc3)on2)c(=O)n(-c2ccccc2)n1C
    ?	-22%	0%	1%	-3%	-2%	1%
CCOCN(C(=O)Cn1c(CC(C)C)nc2ccccc21)c1c(C)cccc1CC
    ?	-4%	-1%	-10%	3%	14%	?
Cc1cccc(N2CCN(c3ncnc4onc(C)c34)CC2C)c1 (stereo unspecified)
    -6%	-11%	-1%	-41%	?	?	1%
CCOc1ccc(NC(=O)c2ccc(-c3nc(COc4ccccc4)c(C)o3)cc2)cc1
    /	-1%	-1%	/	-6%	9%	2%
CCOC(=O)c1ccccc1NC(=O)CN1CCCN(Cc2cccc(Cl)c2)S1(=O)=O
    -3%	4%	1%	-6%	-3%	14%	1%
COC(=O)CC1Oc2ccc(Cl)cc2-n2cc(-c3ccccc3)nc21 (stereo unspecified)
    14%	-6%	0%	-18%	/	/	9%
Cc1cccc2sc(N(CCN(C)C)C(=O)c3ccc4c(c3)OCCO4)nc12
    ?	-2%	0%	-1%	-12%	-2%	0%
CC(C)OCCCn1c(SCC(=O)Nc2ccc(F)cc2)nc2c(sc3ccccc32)c1=O
    0%	2%	-2%	1%	-9%	2%	-4%
O=C(NCCc1ccc(Cl)cc1)c1ccc2c(c1)N(Cc1ccc(F)cc1)C(=O)CS2
    2%	-1%	3%	-25%	24%	33%[activator]	0%
COc1ccc(Br)cc1CNC(=O)c1ccc(-n2c(C)cc3c2CCC(C)C3)cc1 (stereo unspecified)
    24%	4%	?	-19%	-10%	-8%	0%
Cn1c(NCCN)nc2c1c(=O)n(Cc1ccccc1)c(=O)n2C
    4%	-2%	-1%	6%	-4%	-1%	3%
Cn1c(=O)c2cc(C(=O)Nc3cccc(C#N)c3)sc2c2ccccc21
    -6%	0%	1%	-18%	-2%	-14%	8%
Cc1ccc(Sc2ccc(N3CCCC(C(=O)Nc4ccc(F)cc4F)C3)nn2)cc1 (stereo unspecified)
    11%	1%	0%	-10%	-6%	-14%	-5%
Cc1ccc2onc(CC(=O)N3CCN(c4cccc(C)c4C)CC3)c2c1
    1%	-7%	0%	-15%	-2%	-4%	-3%
CCOc1ccc(-n2cc(-c3ccccc3)c3c(NC4CCCCC4)ncnc32)cc1
    -26%	-3%	0%	-9%	-1%	5%	-2%
Cc1ccc(-n2nc3c(=O)n(CC(=O)NCC(C)c4ccccc4)nc(C)c3c2C)cc1 (stereo unspecified)
    0%	-6%	0%	2%	11%	3%	0%
Cc1ccc(Sc2c(C(=O)NCc3cccc(F)c3)[nH]c3ccccc23)cc1
    12%	-2%	-1%	-14%	-5%	-10%	-9%
CN(C)S(=O)(=O)c1ccc(C(=O)NC2CC(=O)N(c3ccc4c(c3)OCCO4)C2)cc1 (stereo unspecified)
    89µM*	1%	-4%	0%	7%	-6%	-1%
Cc1c2cnn(CC(=O)N3CCN(c4ccccc4)CC3)c(=O)c2c(C)n1Cc1ccc(F)cc1
    ?	1%	-2%	?	-4%	-12%	-3%
Cc1cc(C)n2c(Nc3c(C)cccc3C)c(-c3ccsc3)nc2n1
    ?	1%	7%	-3%	-13%	-13%	5%
CCOc1cccc(CC(=O)NCc2ccc3c(c2)CCN3C(=O)c2ccc(F)cc2)c1OCC
    10%	1%	0%	-2%	-5%	14%	-3%
CCOC(=O)c1c(NC(=O)CCCOc2ccc(C(C)(C)C)cc2)sc2c1CCCC2
    -5%	-3%	-2%	-18%	-1%	1%	-4%
CC1CCCN(C(=O)Cn2c(=O)oc3cc(S(=O)(=O)N4CCCCC4)ccc32)C1 (stereo unspecified)
    ?	-1%	0%	-17%	-7%	-27%	?
Cc1ccc(CNC(=O)CCN2C(=O)COc3ccc(C)cc32)cc1
    -9%	-4%	-2%	-3%	5%	5%	-6%
CC(C)NC(=O)C1CCC(Cn2c(=O)c3sccc3n(CC(=O)N3CCCC3)c2=O)CC1 (stereo unspecified)
    5%	-4%	0%	6%	3%	-7%	-2%
Cc1ccc2c(c1)c(=O)c1ccccc1n2CCCC(=O)Nc1ccc(Cl)c(Cl)c1
    -19%	-2%	0%	-13%	2%	2%	2%
Cc1ccc(C)c(NC(=O)CN(C)S(=O)(=O)c2cccc3nsnc23)c1
    -5%	-4%	1%	-20%	2%	25%	7%
CC(C)N(Cc1ccccc1)C(=O)CN1C(=O)COc2ccc(S(=O)(=O)NC3CCCC3)cc21
    7%	1%	0%	-17%	-7%	-17%	1%

Three entries already listed, arranged by number of heavy atoms, smallest number first.
The line under a structure holds: NTMT1 inh	TSG101-PTAP inh	B2AR arrestin ag	FH mod	p53null 32C kill	p53null 39C kill	GALK inhibitor
Cn1c(=O)c2cc(C(=O)Nc3cccc(C#N)c3)sc2c2ccccc21
    -6%	0%	1%	-18%	-2%	-14%	8%
Cc1ccc(Sc2c(C(=O)NCc3cccc(F)c3)[nH]c3ccccc23)cc1
    12%	-2%	-1%	-14%	-5%	-10%	-9%
Cc1c(NC(=O)c2cc(-c3ccc(Cl)cc3)on2)c(=O)n(-c2ccccc2)n1C
    ?	-22%	0%	1%	-3%	-2%	1%

Additional records follow.
The line under a structure holds: NTMT1 inh	TSG101-PTAP inh	B2AR arrestin ag	FH mod	p53null 32C kill	p53null 39C kill	GALK inhibitor
O=C(CC1C(=O)N(c2ccccc2)C(=O)N1CCc1cccs1)Nc1ccc(F)cc1 (stereo unspecified)
    5%	-3%	1%	-4%	-3%	5%	-9%
COc1cccc(-c2nc(SCC(=O)Nc3ccc4c(c3)OCO4)c(-c3ccccc3)[nH]2)c1
    -3%	3%	-2%	-26%	-6%	?	-10%
COc1ccc(CNC(=O)c2nn(C)c3c2CS(=O)(=O)c2ccccc2-3)cc1
    12%	-1%	1%	-15%	3%	-3%	?
CC(C)NC(=O)c1sc2ncccc2c1-n1cccc1
    ?	0%	1%	-25%	-6%	20%	2%
COC(=O)c1ccccc1NC(=O)Cn1nc(C(F)(F)F)c2c1CCCC2
    -2%	2%	-2%	-25%	35%[activator]	14%	2%
CCOc1ccc(C(=O)c2cn(CC(=O)Nc3ccc(C)c(Cl)c3)c3ccc(OCC)cc3c2=O)cc1
    -1%	1%	1%	-18%	-4%	-8%	7%
COc1ccc(N2CC(NC(=O)c3ccco3)CC2=O)cc1 (stereo unspecified)
    14%	-7%	-1%	6%	1%	18%	1%
Cc1ccc(CCNC(=O)c2cc3ccccn3n2)cc1
    /	-7%	1%	/	-7%	-5%	4%
COc1cccc(N2CCN(C(=O)c3cnn(-c4ccc(C)cc4C)c3C3CCN(C(=O)OC(C)(C)C)CC3)CC2)c1
    2%	-7%	-1%	-25%	23%	-14%	-3%
COC(=O)c1ccc(NS(=O)(=O)c2ccc(-n3cccn3)cc2)cc1
    17%	0%	0%	2%	-4%	4%	0%
O=C(CSc1cn(CC(=O)N2CCCCC2)c2ccccc12)NCc1ccccc1
    -14%	0%	3%	-9%	9%	-12%	-1%
Cc1ccc(N2CC(NC(=O)c3ccc(S(=O)(=O)N(C)C)cc3)CC2=O)cc1C (stereo unspecified)
    0%	-6%	-4%	-6%	-1%	6%	0%
CCCN1C(=O)c2[nH]nc(-c3ccccc3)c2C1c1cccc(O)c1 (stereo unspecified)
    -9%	-4%	1%	-27%	-4%	-9%	2%
Cc1ccc(OCCCCn2nnc3sc4c(c3c2=O)CCC(C)C4)cc1 (stereo unspecified)
    17%	-1%	-1%	-8%	-5%	-13%	-3%
CCOc1ccc(-c2cc(C(=O)N3CCN(c4cccc(C)c4)C(C)C3)c3ccccc3n2)cc1 (stereo unspecified)
    -8%	3%	0%	-38%	?	9%	-2%
CCCN(CCC)CCCNC(=O)c1cc2c(-c3ccc(Cl)cc3)nn(C)c2s1
    ?	0%	-2%	-16%	3%	16µM*	0%
Cc1nn(CC(=O)N2CCN(c3ccccc3)CC2)c(=O)c2cc3sccc3n12
    1%	-2%	1%	-12%	2%	-19%	4%
CCOc1cc2[nH]c(=O)n(CCCC(=O)N3CCN(c4ccc(OC)cc4)CC3)c(=O)c2cc1OCC
    -15%	0%	-2%	-20%	2%	10%	-1%
O=C(NCC(c1cccnc1)N1CCN(c2ccccc2F)CC1)c1ccc(F)cc1 (stereo unspecified)
    4%	-1%	1%	3%	0%	6%	2%
COc1ccc(-c2nc(CSCC(=O)NCCc3ccc(C)cc3)c(C)o2)cc1OC
    15%	-12%	-1%	-6%	-8%	-6%	8%
CCOc1cccc(NC(=O)C2CC(=O)N(C)C(=Nc3ccc(OC)cc3)S2)c1 (stereo unspecified)
    1%	-1%	-1%	-20%	-17%	10%	2%
COC(=O)c1ccc(-n2nnc(-c3nsc(NC(=O)c4ccc(Cl)cc4)n3)c2C)cc1
    -3%	1%	0%	0%	3%	-5%	0%
Cc1cccc(CCNC(=O)C2CCN(c3nc4ccccc4nc3C(F)(F)F)CC2)c1
    21%	3%	0%	7%	-15%	-11%	2%
CC(C)(C)c1ccc(OCCOCCn2c(-c3ccc(Cl)cc3)nc3ccccc3c2=O)cc1
    -7%	-3%	-2%	4%	-11%	-4%	-1%
CC1CCN(S(=O)(=O)c2ccc3c(c2)N(CC(=O)N2CCN(c4ccc(Cl)cc4)CC2)C(=O)CO3)CC1
    -19%	-2%	1%	-20%	?	-9%	8%
Cc1ccccc1C(=O)Nc1nnc(S(=O)(=O)N2CCCCCC2)s1
    7%	0%	1%	-6%	-17%	-12%	-11%
CC(C)CN(CCCNC(=O)c1cc(-c2cccs2)nc2ccccc12)CC(C)C
    2%	-4%	1%	7%	4%	-13%	-3%
COc1cccc(N2CCN(C(=O)CCCn3c(=O)[nH]c4ccc(Br)cc4c3=O)CC2)c1
    ?	-1%	0%	-23%	-28%	?	0%
COc1ccc(-c2ccc(CCC(=O)O)n2-c2ccc(Cl)cc2C)cc1
    -3%	-12%	-1%	-6%	11%	-1%	2%
Cc1nnc(SCC(=O)NCc2cccc(F)c2)c2nn(-c3ccccc3)c(C)c12
    3%	1%	-1%	-2%	22%	27%	-1%
COc1cc(Cl)c(NC(=O)CN2C(=O)c3cccnc3Sc3ccccc32)c(OC)c1
    ?	-4%	-3%	0%	-9%	-24%	-11%
O=C(Nc1cccc2cccnc12)c1ccc(-c2cccc(Cl)c2)o1
    -17%	-7%	0%	-3%	-4%	-17%	0%
COc1ccc(-n2nnnc2C2CCN(S(=O)(=O)c3ccc(NC(C)=O)cc3)CC2)cc1
    -14%	-4%	-2%	-4%	-2%	-22%	0%
